Assay outcomes (PubChem BioAssay)
GAA glycogen: inhibitors or activators of human alpha-glucosidase glycogen cleavage; P10253; recombinant GAA, glycogen substrate, Amplex Red glucose oxidase fluorescence; Potency, µM (highest dose often 76.4 µM), for the others: at the highest dose activity change, negative = inhibition, usual class: inhibitors; actives 0.38% (n = 300,000); active means well fitted inhibition curve with a large enough effect; inconclusive means small, poorly fitted or top-dose-only effect, or another doubt; inactive means no such curve, though single readings can be large or run the other way;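 further: 0% = full enzyme reaction and -100% = no-enzyme basal signal; the screen sought inhibitors and activators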
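qHTS, 1536-well; enzyme 4 nM final; cpd up to 77 uM; substrate bovine liver glycogen 30 ug; 50 mM citrate/phosphate pH 5.0, 0.01% Tween-20; 37 C, 40 min; Amplex Red detection 45 min RT; Hill fit → AC50.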
The depositor's hits bear a star; ? = inconclusive; & = joins results of further samples; [ ] = dose if it differs, or a comment. Potency means the concentration at half of the fitted maximal effect.

| SMILES | GAA glycogen |
| --- | --- |
| COc1cc(NC(=O)CN2C(=O)COc3ccc(S(=O)(=O)NC4CCCC4)cc32)cc(OC)c1 | -6%[76.3 µM] |
| CCOc1ccc(CCNC(=O)Cn2c(-c3cccs3)cc3ccccc32)cc1 | -3%[76.3 µM] |
| O=C(CCCC(=O)N(CC(=O)NC1CCCCC1)c1cccc(F)c1)Nc1ccccn1 | -1% |
| O=[N+]([O-])c1ccc(N2CCN(c3ccccc3O)CC2)cc1 | ? |
| COc1cc(CN2CCN(C3CCC3)CC2CCO)cc(OC)c1 (configuration not stated) | -4%[76.3 µM] |
| COc1cc(/C=N\NC(=O)c2ccc(-c3ccccc3)cc2)cc(OC)c1O | 4%[76.3 µM] |
| Cc1nnc(N2CCC(C(=O)N3CCCCC3)CC2)c2nn(-c3ccc(Cl)cc3)c(C)c12 | -7%[76.3 µM] |
| CC(C)CC(C(=O)Nc1cccc(O)c1)N1C(=O)c2ccccc2C1=O (configuration not stated) | 15%[76.3 µM] |
| Cc1ccc(C(=O)NCC(=O)Nc2ccc(F)c(F)c2F)cc1 | -2% |
| COc1ccc(C(=O)NC2CCc3ccccc32)cc1OC1CCN(C(C)C)CC1 (configuration not stated) | 1%[76.3 µM] |
| CCOc1ccc(S(=O)(=O)N(CC(=O)Nc2cccnc2)c2ccc(F)cc2)cc1 | 1%[76.3 µM] |
| O=C(O)c1cccc(NC(=O)c2ccc3c(c2)C(=O)N(C2CCCCC2)C3=O)c1 | -2%[76.3 µM] |
| CC(=O)c1ccc(NC(=O)C2CCCO2)cc1 (configuration not stated) | 5%[76.3 µM] |
| COc1ccc(S(=O)(=O)NNC(=O)Nc2ccc(C)cc2C)c(OC)c1 | -1%[76.3 µM] |
| Cc1ccsc1C(=O)N(CC(C)C)c1c(N)n(Cc2ccccc2)c(=O)[nH]c1=O | -20%[76.3 µM] |
| CCOc1ccc(CNC(=O)Cn2nc(C)c3c(C)n(-c4ccc(C)cc4)nc3c2=O)cc1 | -3%[76.3 µM] |
| CCc1n[nH]c(=S)n1/N=C/c1c(O)ccc2ccccc12 | -15%[76.3 µM] |
| Cc1cc(=O)oc2cc(OCC(=O)NCCN3CCOCC3)c(Cl)cc12 | -1%[76.3 µM] |
| COc1ccc(S(=O)(=O)NCC(=O)NCc2cc(=O)n(C)c(=O)n2C)cc1C | -4%[76.3 µM] |
| COC(=O)C1CCN(C(=O)COC(=O)C2CCN(S(=O)(=O)c3ccc4c(c3)OCCO4)CC2)CC1 | -6%[76.3 µM] |
| COc1cc(CN2CCCC(CO)(Cc3ccccc3F)C2)ccc1O (configuration not stated) | 9%[76.3 µM] |
| COC(=O)c1ccc(C(=O)NC2CCCc3c2cnn3-c2ccccc2F)nc1 (configuration not stated) | 1%[76.3 µM] |
| COc1ccccc1OCC(=O)Nc1cc(C)ccc1NC(=O)c1ccco1 | -5%[76.3 µM] |
| COc1ccc(N2CCN(C(=O)c3ccc(C)c(NC(=O)C4=C(C)OCCS4)c3)CC2)cc1 | -14%[76.3 µM] |
| Cc1ccc(C(=O)CSc2cc(C)[nH]c(=O)n2)cc1 | 1%[76.3 µM] |
| COC(=O)Cn1c(C2CC(=O)N(c3c(C)cccc3C)C2)nc2ccccc21 (configuration not stated) | 16%[76.3 µM] |
| COc1ccc(C(=O)Nc2ccc3nc(SCc4ccc(C)cc4)sc3c2)cc1 | 10%[76.3 µM] |
| COc1ccccc1CN1CC(C(=O)N(CCO)Cc2cccs2)CCC1=O (configuration not stated) | -1%[76.3 µM] |
| Cc1cc(C)cc(C(=O)NCCN2CCOCC2)c1 | -13%[76.3 µM] |
| Cc1ccc(NC(=O)CSc2ccc3nnc(-c4cccnc4)n3n2)cc1 | -10%[76.3 µM] |
| CC(C)C[C@H](NC(=O)OC(C)(C)C)C(=O)N1CCC(C(=O)N[C@@H](Cc2c[nH]c3ccccc23)C(=O)O)CC1 | 3% |
| COc1ccc(CCNC(=O)c2cc3c(F)cccc3s2)cc1OC | -20% |
| COc1cc([N+](=O)[O-])ccc1NC(=O)Nn1cnnc1 | 1%[76.3 µM] |
| COc1ccc(CNC(=O)[C@H](C)N2C(=O)N3CCc4c([nH]c5ccccc45)[C@@]3(C)C2=O)cc1OC | -5%[76.3 µM] |
| Cc1oc(-c2cccc(Cl)c2)nc1CSc1nnc(C)n2c1cc1occc12 | 9%[76.3 µM] |
| CCOc1c(OC)cccc1C(=O)NCC1(c2ccccc2)CCCC1 | -6% |
| COc1cccc(CCNC(=O)CCc2nnc(-c3cc(C)oc3C)o2)c1 | 3%[76.3 µM] |
| O=C(Nc1ccc(Cl)c(Cl)c1)NC1CCS(=O)(=O)C1 (configuration not stated) | 2% |
| CN(CC(=O)NCCc1ccccc1)S(=O)(=O)c1ccc(Br)s1 | 2% |
| COc1ccc(C(=O)NCCCc2ccccc2)cc1OC | -6%[76.3 µM] |
| Cc1ccc(S(=O)(=O)N2CCN(CCNC(=O)C(=O)Nc3ccc(F)cc3)CC2)cc1 | -3% |
| CCN(CC)CCSc1nnc2c3cc(F)ccc3n(Cc3ccccc3)c2n1 | 0% |
| Nc1nnnn1/N=C/c1ccc(Br)cc1 | -2%[76.3 µM] |
| Cc1c(OCC(=O)NCCCN2CCOCC2)ccc2c(-c3ccccc3)cc(=O)oc12 | -8%[76.3 µM] |
| CCOc1ccccc1/C=N/Nc1cc(C)nc2ccc(C)cc12 | ? |
| Cc1ccc(CNC(=O)c2ccc3c(c2)NC(=O)CS3)cc1 | -1%[76.3 µM] |
| COc1cccc(CN2CC(C(=O)NCCn3ccc(C)n3)CCC2=O)c1 (configuration not stated) | -3%[76.3 µM] |
| O=C(NC1CCCCC1)c1cc(S(=O)(=O)N2CCOCC2)ccc1Cl | -4% |
| CCOc1ccccc1NC(=O)CCNS(=O)(=O)c1ccc2[nH]c(=O)oc2c1 | -21%[76.3 µM] |
| C=CCN(c1ccc(C(=O)Nc2ccc3c(c2)n(C)c(=O)n3C)cc1)S(C)(=O)=O | 15%[76.3 µM] |
| O=C(Cn1nc(-c2ccco2)ccc1=O)Nc1ccc(Cl)c(Cl)c1 | -8% |
| COc1ccc(CNCCC(c2ccc(OC(C)C)cc2)c2ccccc2OC)cc1OC (configuration not stated) | 0% |
| Cc1ccc(S(=O)(=O)/C(C#N)=C/c2c(N3CCN(Cc4ccccc4)CC3)nc3ccccn3c2=O)cc1 | 5%[76.3 µM] |
| CCN(C(=O)CSc1nnc(C)n2c1cc1occc12)c1ccccc1 | -19%[76.3 µM] |
| CN1CCN(CCc2nc3cc(NC(=O)COc4ccc([N+](=O)[O-])cc4)ccc3n2C)CC1 | 3%[76.3 µM] |
| O=C(CCNC(=O)N1CC(=O)Nc2ccccc21)Nc1ccc(F)c(Cl)c1 | -3%[76.3 µM] |
| CCOc1ccc(S(=O)(=O)NC(=O)c2ccccc2)cc1 | -2%[76.3 µM] |
| Cc1ccc(C)c(CSc2nnc(C)n3c2cc2sccc23)c1 | -19%[76.3 µM] |
| COc1ccc(-c2cc3c(=O)n(CC(=O)NCc4ccccc4F)ncn3n2)cc1 | -9%[76.3 µM] |
| CC(C(=O)O)n1c2ccccc2c2cn[nH]c(=O)c21 (configuration not stated) | -5% |

Further records follow:
| SMILES | GAA glycogen |
| --- | --- |
| CC(C)C(NS(=O)(=O)/C=C/c1ccccc1)C(=O)NCc1ccc(F)cc1 (configuration not stated) | 8% |
| Cc1ccc(CSc2[nH]c(=O)ncc2C)cc1 | -6%[76.3 µM] |
| CC1CCCCC1NC(=O)CCNS(=O)(=O)c1ccc(Cl)cc1 (configuration not stated) | -1%[76.3 µM] |
| COc1cc(C2c3[nH]c4ccccc4c3C[C@H]3C(=O)N(CCO)CC(=O)N23)cc(OC)c1OC (some centres not stated) | -4% |
| CCN(CC)CCN(C(=O)c1ccc2c(c1)CCCC2)c1nc2ccc(OC)cc2s1 | -18%[76.3 µM] |
| CC(=O)N=c1sccn1CC(O)c1ccccc1 (configuration not stated) | 0% |
| COc1ccc(CN(C(=O)CCC(=O)Nc2cc(C)on2)C(C(=O)NC(C)(C)C)c2cccc(OC)c2OC)cc1 (configuration not stated) | 11% |
| COc1ccc(S(=O)(=O)NCCCn2ccnc2)cc1C(C)(C)C | 20%[76.3 µM] |
| Cc1ccc(C(=O)Nc2ccc(N3CCN(C)CC3)cc2)c(Cl)c1 | -2%[76.3 µM] |
| COc1ccc(S(=O)(=O)N2CCCN(CC(=O)Nc3ccccc3F)CC2)cc1 | -1% |
| COc1ccccc1OCC(=O)Nc1ccc(S(=O)(=O)N2CCCC2)cc1 | -10% |
| CN(CCC#N)C(=O)c1cc2c(s1)-c1ccccc1SC2 | 7% |
| COc1ccc2[nH]c(C(=O)N/N=C/c3ccccc3OC)cc2c1 | -4% |
| Cc1ccc(CNC(=O)c2cc(Cl)cc(Cl)c2)n1C | -2% |
| CCC1(c2ccccc2)NC(=O)N(CC(=O)N(C)CC(=O)Nc2cccc(F)c2)C1=O (configuration not stated) | -2%[76.3 µM] |
| COc1ccccc1C(=O)NNC(=O)C(=O)Nc1ccc(C)cc1 | 7% |
| CC(=O)c1cccc(CN2CCC(C(=O)Nc3ccc(Oc4cccnc4)cc3)CC2)c1 | 1%[76.3 µM] |
| CCN(CC)C(=O)c1ccc(NS(=O)(=O)c2ccc3[nH]c(=O)[nH]c3c2)cc1 | 4%[76.3 µM] |
| CCOC(=O)Cc1ccc(NC(=O)n2ncc3cc(Cl)ccc32)cc1 | 11%[76.3 µM] |
| Cc1nn(C)cc1/C=N\NC(=O)c1csc2c1CCCC2 | -10%[76.3 µM] |
| COC(=O)C1Cc2ccccc2CN1S(=O)(=O)c1ccc(C)cc1 (configuration not stated) | -10%[76.3 µM] |
| COc1ccc(-n2ccn(CC(=O)NCc3ccc(C)cc3)c(=O)c2=O)cc1OC | -7%[76.3 µM] |
| O=C(c1ccc2ccccc2c1)N1CCN(c2ccccn2)CC1 | 2%[76.3 µM] |
| Cn1c(-c2ccc(Cl)nc2)nc2cc(Cl)ccc21 | 1% |
| Cc1ccc(C(=O)N/C(=C/c2ccccc2F)C(=O)NCCCn2ccnc2)cc1 | -1%[76.3 µM] |
| COc1cc(/C=N/NC2=NS(=O)(=O)c3ccccc32)cc(OC)c1OC | -10% |
| CCC1(c2ccccc2)NC(=O)N(CC(=O)Nc2nnc(C3CC3)s2)C1=O (configuration not stated) | -7%[76.3 µM] |
| CCCOc1ccc(N2C(=O)CC(N3CCN(c4ccc([N+](=O)[O-])cc4)CC3)C2=O)cc1 (configuration not stated) | -2%[76.3 µM] |
| Cc1c(NC(=O)CC(C)C)cccc1-c1nc2cccnc2s1 | ? |
| Cc1ccc(NC(=O)CCC(=O)N2CCOc3ccccc32)c(Cl)c1 | -16%&-11%[76.3 µM] |

The final four records of the part before are carried over, then new ones follow.
| SMILES | GAA glycogen |
| --- | --- |
| CCC1(c2ccccc2)NC(=O)N(CC(=O)Nc2nnc(C3CC3)s2)C1=O (configuration not stated) | -7%[76.3 µM] |
| CCCOc1ccc(N2C(=O)CC(N3CCN(c4ccc([N+](=O)[O-])cc4)CC3)C2=O)cc1 (configuration not stated) | -2%[76.3 µM] |
| Cc1c(NC(=O)CC(C)C)cccc1-c1nc2cccnc2s1 | ? |
| Cc1ccc(NC(=O)CCC(=O)N2CCOc3ccccc32)c(Cl)c1 | -16%&-11%[76.3 µM] |
| COc1cccc(NC(=O)COC(=O)COc2cccc3c2OC(C)(C)C3)c1 | -2%[76.3 µM] |
| COC(=O)c1ccccc1NC(=O)CCn1c(=O)oc2ccccc21 | -4%[76.3 µM] |
| O=C(O)c1ccc(CNC(=O)C23CC4CC(CC(C4)C2)C3)cc1 | -1%[76.3 µM] |
| Cc1ccc(S(=O)(=O)N2CCC(NC(=O)C3CCCCC3)CC2)cc1 | -9% |
| CC1CN(Cc2ccccc2)c2nc3c(c(=O)n(CC(N)=O)c(=O)n3C)n2C1 (configuration not stated) | -7%[76.3 µM] |
| Cc1ccccc1NC(=O)CSc1nnc(-c2cccc(Cl)c2)o1 | -6%[76.3 µM] |
| Cc1ccc(-c2cc(C(=O)NC3CCCC3)no2)cc1 | 1% |
| Cc1oc(-c2ccccc2F)nc1CS(=O)CC(=O)NCc1ccccn1 (configuration not stated) | -2%[76.3 µM] |
| CCc1c(CN2CCN(c3ccc(F)cc3)CC2)csc1C | 14%[76.3 µM] |
| CCOc1cc(C(=S)N2CCOCC2)ccc1OC(=O)c1cc(OC)c(OC)c(OC)c1 | -4%[76.3 µM] |
| COc1cc2cc(C(=O)N3CCOCC3)cc(-c3ccc(C)cc3)c2cc1OC | 0% |
| CC(=O)Nc1ccccc1NC(=O)COc1cccc2ccccc12 | -4%[76.3 µM] |
| C[C@@H](N)C(=O)NC[C@H]1CC[C@H](C(=O)N[C@@H](Cc2ccccc2)C(=O)O)CC1 | 0% |
| CN(C)Cc1c(C(=O)N/N=C/c2cccc(OCc3ccc(F)cc3)c2)nnn1-c1nonc1N | 0%[76.3 µM] |
| O=C(CN1C(=O)C2C3CCC(C3)C2C1=O)OCC(=O)c1ccc(Br)cc1 (configuration not stated) | 0%[76.3 µM] |

A second format for some results above.
Cc1ccc(S(=O)(=O)N2CCC(NC(=O)C3CCCCC3)CC2)cc1
  GAA glycogen = -9%

CC1CN(Cc2ccccc2)c2nc3c(c(=O)n(CC(N)=O)c(=O)n3C)n2C1 (configuration not stated)
  GAA glycogen = -7%[76.3 µM]

(further entries)
| SMILES | GAA glycogen |
| --- | --- |
| Cc1cc(N2CCN(C)CC2)nc2ccc(NC(=S)NCCC(C)C)cc12 | -4% |
| Cc1cccc(N(C(=O)c2snc(C(N)=O)c2N)C(C(=O)NCC2CCCO2)c2ccc(N(C)C)cc2)c1 (configuration not stated) | -6%[76.3 µM] |
| COc1cc(OC)c(NS(=O)(=O)c2cc3c(cc2C)N(C(C)=O)CCO3)cc1Cl | 19%[76.3 µM] |
| COC(=O)C1CN(C(=O)c2ccc(OC(F)F)cc2)c2ccccc2O1 (configuration not stated) | 2% |
| Cc1ccc2[nH]c(C(=O)N/N=C/c3ccccc3C(=O)O)c(-c3ccccc3)c2c1 | -2% |

This is a subset; count on the stated rates, not on these rows.
